Screens: PubChem BioAssay, National Center for Advancing Translational Sciences (NCATS)
UbGFP stabilizer – ubiquitin-GFP accumulation via proteasome inhibition; Ubiquitin-GFP reporter cells, proteasome inhibition, GFP fluorescence; response scale: untreated = 0%, 10 µM MG-132 = 100%; Potency, µM (doses to about 45.9 µM), for the others: at the top dose activation (GFP accumulation), actives largely listed as activators; 67,000 tested, under 10 active; AID 526; active = well fitted activation curve with a large enough effect, not every such curve was filed as active; inconclusive = small, poorly fitted or top-dose-only effect, or another doubt; inactive = no such curve, though single readings can be large or run the other way; also: potency is read from the fitted curve at half-maximal effect
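U2OS Ub(G76V)-GFP reporter; O/N plating, 0.5% FBS; cpd 46 uM–2.9 nM, 4 h, 37 °C; GFP+ cell count, 488/515 nm; norm. to basal vs 10 uM MG-132; CRC fit.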
ALOX15 inhib – 15-hLO (ALOX15) enzyme inhibition; P16050; AID 887; Potency, µM (series often up to 57.1 µM), for the others: at the top dose activity change, negative = inhibition, hits mostly inhibitors; 74,000 tested, 1.4% active; purified 15hLO-1, xylenol orange hydroperoxide absorbance; also: potency is read from the fitted curve at half-maximal effect; % is scaled to controls: 0 for no effect and ±100 for the full control effect; nearly all actives have a fitted effect of over 55% in size
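40 nM 15hLO-1 + cpd, 15 min RT; start w/ 50 uM AA (final), 6 min RT; stop/detect w/ 200 uM XO + 300 uM Fe(II) in 50 mM H2SO4, 30 min; A573/A405. Buffer 25 mM Hepes pH 7.5, 0.01% Triton X-100. No-enzyme wells as negative control.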
DNA Pol III inh – blocks replication by bacterial DNA polymerase III holoenzyme | reconstituted DNA polymerase III holoenzyme replication, biochemical | Potency, µM (doses to about 57.1 µM), inactives show top-dose activity change, negative = inhibition | 71,000 tested, 0.25% active | AID 603; also: potency is read from the fitted curve at half-maximal effect; % is scaled to controls: 0 for no effect and ±100 for the full control effect
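Reconstituted *E. coli* holoenzyme (0.35 nM Pol III, 1 nM beta, 154 nM SSB, 2 nM primase) was preincubated with compound for 15 min at RT. Synthesis on 1.4 nM ssM13Gori ran 35 min, then was stopped with PicoGreen/EDTA and read as dsDNA fluorescence.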
ERK AVP block – inhibitors of vasopressin-stimulated ERK signaling pathway | 72,000 tested, 0.99% active | HEK293-V1b, vasopressin-stimulated pERK AlphaScreen | Potency, µM (top dose mostly 57.5 µM), inactives show at the highest dose activity, negative = inhibition, most hits filed as inhibitors; also: potency is read from the fitted curve at half-maximal effect; % is scaled to controls: 0 for no effect and ±100 for the full control effect; nearly all actives have a fitted effect of over 55% in size
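HEK293 cells stably expressing V1b receptor, preincubated 30 min at 37 °C with compound, then stimulated 5 min with 25 nM vasopressin. Phospho-ERK by AlphaScreen SureFire after 5 h RT; normalized to DMSO and vasopressin; AC50 by Hill fit.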
HADH2 inhib – inhibitors of human HADH2 dehydrogenase; 73,000 tested, 3.4% active; Q99714; recombinant HADH2, NADH fluorescence, beta-hydroxybutyryl-CoA; Potency, µM (titrated, usually from 57.1 µM), for inactives: at the highest dose activity change, negative = inhibition, usual class: inhibitors; AID 886; also: potency is read from the fitted curve at half-maximal effect; % is scaled to controls: 0 for no effect and ±100 for the full control effect; nearly all actives have a fitted effect of over 60% in size; many of its hits are not listed in these tables
Target sequence (Q99714 whole entry, looked up, one chain of several): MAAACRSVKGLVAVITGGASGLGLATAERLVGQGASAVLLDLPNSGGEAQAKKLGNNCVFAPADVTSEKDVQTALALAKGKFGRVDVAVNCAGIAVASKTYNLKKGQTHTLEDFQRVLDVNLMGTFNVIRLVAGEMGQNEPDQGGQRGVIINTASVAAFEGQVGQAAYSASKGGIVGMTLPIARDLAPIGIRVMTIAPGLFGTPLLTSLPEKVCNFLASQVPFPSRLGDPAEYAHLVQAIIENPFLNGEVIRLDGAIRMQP
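His-tagged recombinant enzyme from E. coli, 20 nM, preincubated 15 min RT with compound; reaction started with 1 mM NAD+ and 90 uM beta-hydroxybutyryl-CoA in 100 mM Tris-HCl pH 9.0. NADH fluorescence (ex 360/em 450) read over 4 min; last-minus-first difference.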
CRE Fsk mod – alters forskolin-stimulated CRE reporter signaling in CHO cells | CHO CRE-bla reporter (cAMP response element driving beta-lactamase), forskolin EC10, beta-lactamase ratio | 71,000 tested, 2.5% active | Potency, µM (titrated, usually from 38.2 µM), without a hit: at the highest dose activity change, negative = inhibition, actives largely listed as activators | AID 662; active = well fitted activation curve with a large enough effect in the signal ratio, with a control signal flat, not every such curve was filed as active; inconclusive = small, poorly fitted or top-dose-only effect, or effect the other way, or a change in a side signal; the % refers to the signal ratio; also: potency is read from the fitted curve at half-maximal effect; % of control where 0% means no effect
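Reporter-gene assay: CHO cells with beta-lactamase behind cAMP responsive elements, co-treated with compound and EC10 NKH 477 for 3 hours at 37 degrees Celsius. Activity came from the 460/530 nm CCF4 emission ratio.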
GFP derepression – derepresses silenced GFP locus in mouse C127i cells; mouse C127i GFP locus derepression, cytometry, 30 h; Potency, µM (series often up to 46.1 µM), without a hit: at the highest dose GFP derepression (activation); 68,000 tested, 0.09% active; also: % of control where 0% means no effect
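Murine C127i mammary cells carrying a silenced, stably integrated CMV-driven GFP reporter were treated with compound for 30 hours at 37 C. After PBS washes, GFP-positive cells were counted by laser-scanning microplate cytometry.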
FLuc inh – firefly luciferase inhibition. Potency, µM (top dose mostly 57.1 µM), for the others: at the highest dose activity change, negative = inhibition, usual class: inhibitors. AID 411. purified firefly luciferase, luminescence, 8 min. P08659. 72,000 tested, 2.2% active; also: potency is read from the fitted curve at half-maximal effect; % is scaled to controls: 0 for no effect and ±100 for the full control effect; nearly all actives have a fitted effect of over 40% in size
Target sequence (P08659 whole entry, looked up): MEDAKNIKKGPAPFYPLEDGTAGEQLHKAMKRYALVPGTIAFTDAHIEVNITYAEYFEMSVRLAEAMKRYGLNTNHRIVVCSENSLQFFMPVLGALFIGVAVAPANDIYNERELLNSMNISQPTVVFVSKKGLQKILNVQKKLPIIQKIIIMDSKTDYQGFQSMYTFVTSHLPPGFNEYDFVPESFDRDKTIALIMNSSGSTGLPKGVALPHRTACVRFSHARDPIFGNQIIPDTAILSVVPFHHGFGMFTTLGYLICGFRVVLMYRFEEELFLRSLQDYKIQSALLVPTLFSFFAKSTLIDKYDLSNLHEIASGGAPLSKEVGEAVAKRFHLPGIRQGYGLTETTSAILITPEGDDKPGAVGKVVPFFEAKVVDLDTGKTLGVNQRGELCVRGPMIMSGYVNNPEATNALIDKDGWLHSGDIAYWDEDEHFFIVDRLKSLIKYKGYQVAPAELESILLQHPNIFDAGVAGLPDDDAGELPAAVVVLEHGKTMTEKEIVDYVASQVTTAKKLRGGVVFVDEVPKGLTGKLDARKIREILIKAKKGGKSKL
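qHTS concentration-response profiling: light output of P. pyralis luciferase with luciferin and 10 uM ATP, imidazole buffer pH 7.2. Read by luminescence after 8-min room-temperature incubation.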
Hsp90 Hop PPI – changes Hsp90-Hop TPR2A binding signal, up or down | AlphaScreen TPR2A-His6 binding biotin-Hsp90 C-terminal peptide | Potency, µM (top dose mostly 57 µM), for inactives: at the top dose activity change, negative = inhibition | 71,000 tested, 0.44% active | AID 595; active = well fitted curve in either direction with a large enough effect; inconclusive = small, poorly fitted or top-dose-only effect, or another doubt; also: potency is read from the fitted curve at half-maximal effect; % is scaled to controls: 0 for no effect and ±100 for the full control effect; many of its hits are not listed in these tables
Tau filament bind – tau filament binding; Potency, µM (top dose mostly 57.1 µM), without a hit: at the top dose activity change, negative = inhibition; P10636; AID 596; 71,000 tested, 2% active; recombinant tau filaments, thioflavin S fluorescence, 15 h; filaments grown with octadecylsulfate alongside compound;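 also: potency is read from the fitted curve at half-maximal effect; % is scaled to controls: 0 for no effect and ±100 for the full control effect; actives lower thioflavin S fluorescence by blocking filaments or displacing dye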
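Quantitative HTS: thioflavine S signal from ODS-induced tau filaments, excited at 450 nm, emission 510 nm. Conditions: 1 uM tau, 30 uM ODS, 15 h at 37 C, pH 7.4.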
HBB splicing – hemoglobin beta splicing modulation. HBB splicing reporter cell assay, activation; EGFP reporter with mutant IVS2-654 intron; response scale: normalised to 500 nM splice-correcting PNA. Potency, µM (series often up to 46.1 µM), for inactives: top-dose activation, most hits filed as activators. 65,000 tested, 0.06% active; also: potency is read from the fitted curve at half-maximal effect; 0% is about no effect
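HeLa cells stably expressing EGFP interrupted by mutant beta-globin intron 2 (IVS2-654), 500/well in 2% FCS. Treated with compound for 2 days at 37C. Splicing correction scored as total well GFP intensity (488 nm excitation, 500-520 nm emission); 500 nM antisense PNA served as control.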
* hit, by the source's call; ? = inconclusive; . = no result given; [ ] = dose if it differs, or a comment. Unless noted, calls follow the shape of the dose curve; as a rule, active = well fitted curve in the direction sought with a large enough effect; inconclusive = small, poorly fitted or top-dose-only effect, or another doubt; inactive = no such curve, though single readings can be large; an effect the other way counts as inactive or inconclusive. Some of the compounds tested; count on the stated rates, not on these rows.

SMILES | UbGFP stabilizer | ALOX15 inhib | DNA Pol III inh | ERK AVP block | HADH2 inhib | CRE Fsk mod | GFP derepression | FLuc inh | Hsp90 Hop PPI | Tau filament bind | HBB splicing
O=C(CSc1nc(-c2cccs2)cc(C(F)(F)F)n1)NCCCn1ccnc1 | -6% | 18% | 2% | -1% | -6% | 8% | -1% | 1% | -4% | -5% | 1.4%
Cc1ccc2cc(C#N)c(N3CCCN(C(=O)C4CCCO4)CC3)nc2c1C (centres undefined) | 1% | -9% | -10% | 0% | -3% | 7% | -3% | 3% | 18% | 64% | .
CCOC(=O)c1sc(=NC(=O)c2ccc(S(=O)(=O)N3CC(C)OC(C)C3)cc2)n(C)c1C (centres undefined) | 6% | 4% | -3% | 0% | 1µM* | 3% | 4% | 4% | 0% | 9% | -1.2%
Cc1ccc(C(=O)CC2(O)C(=O)N(Cc3ccccc3Cl)c3ccccc32)o1 (centres undefined) | 4% | ? | 8% | -15% | -14% | ? | 6% | 1% | -8% | ? | -1.2%
CNC(=O)CN(Cc1ccccc1)S(=O)(=O)c1ccccc1 | -3% | -1% | -6% | -18% | -1% | 7% | 3% | 2% | -3% | 2% | -0.1%
CCOC(=O)N1CCC(NC(=O)c2cc3ccccn3n2)CC1 | 10% | -3% | -4% | -8% | -22% | -3% | 7% | 0% | -1% | -8% | -0.4%
O=c1c(-c2cccc(F)c2)nc2cncnc2n1Cc1ccc(F)cc1 | 1% | -6% | 15% | ? | -6% | ? | 0%[9.22 µM] | 1%[11.4 µM] | -16% | -21% | -0.2%
CCn1c(Sc2nc(C)nc3scc(-c4cccs4)c23)n[nH]c1=O | 3% | -14% | 3% | -26% | -10% | 3% | 1% | 4% | -10% | 5% | -1.6%
O=C(NCC1CCCO1)c1c(O)c2cccc3c2n(c1=O)CC3 (centres undefined) | 0% | 6% | -6% | 8% | -2% | 3% | 4% | 1% | -2% | -4% | .
COC(=O)[C@@]1(Cc2ccc(OC)cc2)[C@@H]2[C@@H](CC(=O)[C@H]2CC(=O)C(=O)N(C)C)CN1C(=O)c1ccccc1 | . | . | -10% | 4% | 1% | -14% | . | . | -4% | 5% | 0.9%
c1ccc2c(N3CCOCC3)nc(-c3ccoc3)nc2c1 | 3% | 0% | -13% | -67% | 2% | 5µM* | -1%[9.22 µM] | 1%[2.29 µM] | -5% | -19% | 1.0%
CCOCCCNC(=O)C(NC(=O)c1ccccn1)c1ccc(C)cc1 (centres undefined) | 8% | 6% | 1% | -3% | 12% | ? | 0% | 1% | 2% | 9% | -1.4%
COc1ccccc1N(CC(=O)NC1CCCCC1)S(C)(=O)=O | 0% | 7% | -1% | 21% | 15% | 6% | 2% | 1% | ? | 7% | 2.5%
O=C(CSc1nc2c(c(=O)n1-c1ccc(F)cc1)SCC2)NCC1CCCO1 (centres undefined) | 4% | -1% | 0% | -5% | -9% | -3% | -2% | 0% | 0% | 2% | -0.2%
O=C(NCCc1cn2ccccc2n1)c1ccc(Br)o1 | 4% | 7% | 2% | . | 4% | ? | . | 0% | -1% | -4% | 0.8%
CS(=O)(=O)N1CCC2(CC1)CN(Cc1nccs1)C2 | -5% | 0% | -8% | 11% | -2% | -14% | 2%[9.22 µM] | 0%[11.4 µM] | ? | ? | 2.2%
Cc1cc(N2CCCCC2)nc(SCc2ccc(C#N)cc2)n1 | 6% | -20% | -2% | -7% | 2% | ? | -2% | -2% | 26% | 24% | -0.1%[57.5 µM]
Cc1cc(NC(=O)CSc2nnc(-c3ccc(S(=O)(=O)N4CCCC4)cc3)n2C)no1 | -2% | -2% | -1% | -5% | 4% | -13% | 3% | 0% | -5% | 5% | -0.9%
CCc1ccc(NC2=NCC(=O)N2Cc2ccc3c(c2)OCO3)cc1 | -1% | -12% | -10% | 4% | 1% | -1% | 6% | -2% | 3% | -6% | .
NC(=O)COC(=O)CCCc1c[nH]c2ccccc12 | -2% | 4% | 0% | -16% | 10% | -1% | -2% | -2% | -3% | -1% | 0.5%[57.5 µM]
COc1ccc(NC(=O)Cn2nnc(-c3ccccc3N)n2)cc1OC | 6% | 4% | -6% | -10% | 5% | 12% | -2% | -2% | -3% | -1% | .
CCOC(=O)C1=C(C)NC2=C(C(=O)CCC2)C1c1ccsc1 (centres undefined) | -7% | 7% | -2% | 17% | 15% | 2% | 2% | 0% | 3% | 2% | 0.6%
Cc1cc(NC(c2cccnc2)c2c(C)[nH]c3ccccc23)no1 (centres undefined) | -2% | -4% | -2% | -6% | -7% | -5% | -1% | -4% | ? | -6% | 0.1%[57.5 µM]
CCc1cccc(C)c1NC(=O)c1ccoc1C | 0% | -9% | 1% | 9% | ? | -9% | 5% | 0% | -6% | -8% | 1.9%
Cc1nnc(SCC(=O)NCc2cccs2)n1-c1ccccc1 | 6% | 14% | -9% | -5% | -1% | -3% | -2% | 0% | 1% | -2% | 0.0%
O=C(c1cc(-c2ccc(O)cc2)on1)N1CCc2ccccc2C1 | 18% | 16µM* | -4% | 32µM* | ? | ? | -3% | -12% | -4% | -9% | -0.6%
CC(C)(CSc1nncn1N)NS(=O)(=O)c1ccc(Cl)cc1 | 6% | -2% | -5% | 4% | 2% | -3% | -2% | 0% | -3% | 0% | -2.9%
O=C(NCc1ccc2c(c1)OCO2)c1ccc(CS(=O)(=O)c2cccc(C(F)(F)F)c2)o1 | 14% | 12% | -1% | 10% | 16% | -25% | 0% | -1% | 0% | 1% | 4.5%[1.84 µM]
COc1ccc(N2CCN(CC(=O)Nc3cc(C)on3)CC2)cc1 | 1% | -7% | -2% | -18% | -1% | -4% | 0% | -8% | -5% | 0% | -1.8%
Clc1cc(Cl)c(Cl)c(Cl)c1Cl | . | -2% | 4% | 8% | 0% | -6% | . | . | -4% | -1% | 0.1%
CCc1cccc(C)c1NC(=O)CSc1nc2ccccc2n1CC(=O)N(C)C | 2% | -3% | -2% | -29% | 0% | ? | -1% | -1% | -4% | -14% | -0.1%[57.5 µM]
Cc1nc2nc(C)c(CCC(=O)N3CCOCC3)c(C)n2n1 | -4% | 24% | 5% | 11% | 8% | ? | 4% | 3% | -3% | -4% | -2.5%
CC1(C)NC(=O)N(CCCOc2ccc(Br)cc2Cl)C1=O | -1% | -5% | -5% | -28% | -5% | 19% | ? | ? | -2% | -18% | 1.8%

Some of the entries above, set out differently:
Screens in order: UbGFP stabilizer	ALOX15 inhib	DNA Pol III inh	ERK AVP block	HADH2 inhib	CRE Fsk mod	GFP derepression	FLuc inh	Hsp90 Hop PPI	Tau filament bind	HBB splicing
> COc1ccc(NC(=O)Cn2nnc(-c3ccccc3N)n2)cc1OC
    6%	4%	-6%	-10%	5%	12%	-2%	-2%	-3%	-1%	.
> O=c1c(-c2cccc(F)c2)nc2cncnc2n1Cc1ccc(F)cc1
    1%	-6%	15%	?	-6%	?	0%[9.22 µM]	1%[11.4 µM]	-16%	-21%	-0.2%
> CNC(=O)CN(Cc1ccccc1)S(=O)(=O)c1ccccc1
    -3%	-1%	-6%	-18%	-1%	7%	3%	2%	-3%	2%	-0.1%
> CCc1ccc(NC2=NCC(=O)N2Cc2ccc3c(c2)OCO3)cc1
    -1%	-12%	-10%	4%	1%	-1%	6%	-2%	3%	-6%	.
